HKDC1 inh: HKDC1 (human) hexokinase inhibition; Q2TB90; recombinant HKDC1, G6PDH/diaphorase resazurin coupled fluorescence; inhibition, % at 20 µM; hit rate 0.16% among 340,000; AID 493160;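 active = inhibition above about 35% when tested at 20 µM, limit read from the data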;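 also: plate controls were DMSO wells with enzyme for no effect and DMSO wells lacking enzyme for full effect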
Target sequence (Q2TB90 whole entry, looked up): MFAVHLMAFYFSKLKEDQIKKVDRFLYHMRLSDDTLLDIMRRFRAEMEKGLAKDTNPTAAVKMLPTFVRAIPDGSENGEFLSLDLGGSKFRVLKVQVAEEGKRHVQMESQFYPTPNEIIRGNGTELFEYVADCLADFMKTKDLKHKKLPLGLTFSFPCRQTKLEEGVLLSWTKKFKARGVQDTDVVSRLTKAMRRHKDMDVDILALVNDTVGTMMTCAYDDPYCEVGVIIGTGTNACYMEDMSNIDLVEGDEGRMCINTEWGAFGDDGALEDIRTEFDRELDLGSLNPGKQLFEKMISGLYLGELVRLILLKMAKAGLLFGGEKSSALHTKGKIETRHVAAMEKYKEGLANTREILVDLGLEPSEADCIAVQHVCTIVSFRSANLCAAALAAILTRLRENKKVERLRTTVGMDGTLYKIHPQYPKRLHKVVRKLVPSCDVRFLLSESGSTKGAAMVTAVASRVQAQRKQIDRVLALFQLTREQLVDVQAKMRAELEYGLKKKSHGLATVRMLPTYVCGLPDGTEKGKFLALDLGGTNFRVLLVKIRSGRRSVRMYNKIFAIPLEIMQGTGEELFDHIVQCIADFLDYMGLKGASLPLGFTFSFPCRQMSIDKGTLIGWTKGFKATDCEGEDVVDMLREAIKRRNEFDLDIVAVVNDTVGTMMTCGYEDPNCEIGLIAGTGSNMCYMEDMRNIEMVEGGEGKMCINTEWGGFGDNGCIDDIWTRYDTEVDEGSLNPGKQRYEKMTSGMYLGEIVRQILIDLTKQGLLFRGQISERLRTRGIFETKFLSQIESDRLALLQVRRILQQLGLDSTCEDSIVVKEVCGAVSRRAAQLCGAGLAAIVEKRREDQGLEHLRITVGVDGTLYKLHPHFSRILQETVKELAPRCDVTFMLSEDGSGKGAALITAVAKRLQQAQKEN
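System: Recombinant HKDC1 hexokinase | Amount: HKDC1 at 5 µg/mL | Reagent: Glucose with 1 mM ATP | Doses: Single 20 µM dose | Incubation: Reaction time 90 min, room temperature, protected from light | Signal: Coupled resazurin fluorescence, excitation 525 nm, emission 613 nm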
MPTP inh: permeability transition pore inhibition; isolated mouse mitochondria, Ca2+ swelling absorbance, 30 min; hit rate 1.4% among 360,000; inhibition, % at 10 µM;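 active = inhibition of 50% or more, scaled per plate between neutral and stimulator controls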;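 also: 0% = DMSO wells given calcium and 100% = 1 mM EGTA wells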
ATG4B inhibitor: blocks human ATG4B protease cleavage of LC3 substrate | Q9Y4P1 | ATG4B cleavage of LC3-PLA2, NBD-HPC fluorescence, 1 h | inhibition, % at 8.33 µM | hit rate 0.51% among 340,000; in the data active = inhibition above about 40%
SENP6 block: SENP6 protease inhibition | Q9GZR1 | Recombinant SENP6 catalytic domain, aminoluciferin luminescence | inhibition, % at 10 µM | hit rate 1.8% among 330,000;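 active = inhibition above about 50% at the single tested dose, limit read from the data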;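 also: plate controls were DMSO wells with enzyme for no effect and DMSO wells lacking enzyme for full effect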
SENP8 inh: blocks human SENP8 cleavage of Nedd8 substrate | inhibition, % at 20 µM | recombinant SENP8, Nedd8 substrate fluorescence | hit rate 0.64% among 360,000 | AID 602440 | Q96LD8; in the data active = inhibition mostly above about 40%, no sharp cut-off; inactive = mostly below about 27%
SENP7 block: SENP7 protease inhibition; Q9BQF6; recombinant SENP7, Z-RLRGG-aminoluciferin luminescence, 40 min; inhibition, % at 5 µM; hit rate 1.5% among 330,000;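 active = inhibition above about 50% at the single test dose, limit read from the data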;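 also: plate controls were DMSO with enzyme for no effect and no enzyme buffer wells for full effect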
GRIN3A LBD mod: modulates the human NR3A ligand-binding domain. NR3A LBD differential scanning fluorimetry, Tm shift; 0% = protein alone, 100% = glycine-bound protein. Tm shift relative to glycine control, % at 25 µM. hit rate 2.5% among 340,000. AID 1259313;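 active = melting temperature shift of at least 10% of the positive control shift, at one fixed dose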
PfG6PD inh: PfG6PD (Plasmodium falciparum) enzyme inhibition | PfGluPho enzyme, NADPH resazurin-diaphorase fluorescence | inhibition, % at 20 µM | hit rate 0.78% among 350,000;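 active = inhibition reaching at least a set limit at 20 µM in the primary screen, cut at about 59% in these data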;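 also: 0% = DMSO wells with substrate and 100% = DMSO wells lacking glucose-6-phosphate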
* = called active by the depositor; x = not tested or not shown.

(1) O=[N+]([O-])c1ccccc1Nc1nc(-c2cccnc2)cs1
(2) COc1ccccc1-c1cc(C(=O)O)c2c(=O)n(C)c(=O)n(Cc3ccccc3)c2n1
(3) CNS(=O)(=O)c1ccc(CCC(=O)N2CCOCC2)cc1
(4) CC(C)[C@H](NC(=O)[C@@H]1Cc2ccccc2CN1)C(=O)NC1CCCCC1
(5) O=C(O)CSc1nnc(CNc2ccc(Cl)cc2)n1Cc1ccccc1
(6) Cc1cc(C)c(S(=O)(=O)Nc2ccc(C(N)=O)cc2)c(C)c1
(7) CCC1CCCCN1C(=O)c1ccc(OC2CCN(C(=O)C3CC3)CC2)cc1 (stereo unspecified)
(8) COC(=O)[C@@H]1C[C@H]2CC[C@H](O)C[C@H]2N1Cc1ccc(C(C)(C)C)cc1
(9) CCOC(=O)c1c(C)[nH]c(C)c1S(=O)(=O)Nc1ccc(CN2CCCCC2)cc1
(10) Cc1cccn2cc(CNc3ccccc3)nc12

screen / no.	1	2	3	4	5	6	7	8	9	10
SENP6 block	16	4	x	6	-12	7	-1	4	-1	-2
MPTP inh	-0.2	-2.8	-0.9	-1.6	0.2	-2.0	-0.2	0.0	-1.3	-3.0
SENP8 inh	9	-304	17	6	13	10	-6	-7	10	6
SENP7 block	1	1	x	0	10	-10	-3	-2	-5	-3
PfG6PD inh	15	-14	7	14	-16	-13	6	0	-4	-2
HKDC1 inh	-3	-6	-5	-4	7	1	-8	0	-6	-3
ATG4B inhibitor	-5	8	0	1	-12	7	-4	7	11	-4
GRIN3A LBD mod	1	-2	-2	-1	2	0	-1	1	0	-4

Sorted by heavy-atom count (low to high): some entries from above
(10) Cc1cccn2cc(CNc3ccccc3)nc12
(6) Cc1cc(C)c(S(=O)(=O)Nc2ccc(C(N)=O)cc2)c(C)c1
(4) CC(C)[C@H](NC(=O)[C@@H]1Cc2ccccc2CN1)C(=O)NC1CCCCC1
(7) CCC1CCCCN1C(=O)c1ccc(OC2CCN(C(=O)C3CC3)CC2)cc1 (stereo unspecified)
(9) CCOC(=O)c1c(C)[nH]c(C)c1S(=O)(=O)Nc1ccc(CN2CCCCC2)cc1
(2) COc1ccccc1-c1cc(C(=O)O)c2c(=O)n(C)c(=O)n(Cc3ccccc3)c2n1

screen / no.	10	6	4	7	9	2
SENP6 block	-2	7	6	-1	-1	4
MPTP inh	-3.0	-2.0	-1.6	-0.2	-1.3	-2.8
SENP8 inh	6	10	6	-6	10	-304
SENP7 block	-3	-10	0	-3	-5	1
PfG6PD inh	-2	-13	14	6	-4	-14
HKDC1 inh	-3	1	-4	-8	-6	-6
ATG4B inhibitor	-4	7	1	-4	11	8
GRIN3A LBD mod	-4	0	-1	-1	0	-2

Next part:
(11) Cc1cc(NC(=O)CSc2nnc(C(C)N(C)C)n2-c2ccc(F)cc2)no1 (stereo unspecified)
(12) COc1cc(C(C(=O)NC2CCCC2)N(Cc2ccco2)C(=O)c2snc(C(N)=O)c2N)cc(OC)c1OC (stereo unspecified)
(13) COc1ccc(C(=O)O/N=C(\C)c2cnccn2)cc1
(14) O=C(NCCCN1CCCCC1)C1CCCN(c2ncnc3c2nc2n3CCCCC2)C1 (stereo unspecified)
(15) CC(=O)c1cccc(NC(=S)NCCC2=CCCCC2)c1
(16) Cc1cc(Cl)c(OCCCn2ccnc2)c(Br)c1
(17) COCCNC(=O)Cn1nc(-c2ccccc2C)ccc1=O
(18) Cc1cc(COC(=O)C2N3C(=O)[C@@H](NC(=O)COc4ccccc4)[C@H]3SC2(C)C)on1 (stereo partly specified)
(19) CC(=O)C(=[N+]=[N-])C(=O)NCc1ccccc1
(20) O=C(N1CCN(CCO)CC1)N1c2ccccc2CCc2ccccc21

screen / no.	11	12	13	14	15	16	17	18	19	20
SENP6 block	-7	-15	-24	-2	-6	-21	-11	-3	-3	11
MPTP inh	0.3	-1.1	-0.8	-1.2	6.5	3.3	1.6	0.7	-2.2	2.6
SENP8 inh	11	-323	13	22	-4	28	-8	4	14	13
SENP7 block	0	1	45	0	-4	-6	-8	-7	12	3
PfG6PD inh	3	-12	5	5	-11	-11	3	8	5	9
HKDC1 inh	-10	-2	-1	-4	1	-4	-6	-1	-6	-5
ATG4B inhibitor	-4	-13	-4	-2	3	-2	0	-7	-9	-8
GRIN3A LBD mod	-1	-1	-2	-2	-5	-2	4	-1	2	0

(21) O=C(OC(C(=O)NC1CCCC1)c1ccc(F)cc1)c1ccno1 (stereo unspecified)
(22) CSCCC(NC(=O)c1ccccc1Cl)C(=O)NCC1COc2ccccc2O1 (stereo unspecified)
(23) C/C(CCc1ccco1)=N\NC(=O)CNc1c(Br)cc(Br)cc1Br
(24) COc1ccc(NC(=S)N2CCC(C(=O)c3ccc(F)cc3)CC2)cc1
(25) N#CC1=C(N)N(c2ccc(Cl)c(Cl)c2)C(=O)C1
(26) O=C(NCc1ccc2c(c1)OCO2)C1CC(=O)N(CCc2ccc(Cl)cc2)C1 (stereo unspecified)
(27) Cc1ccc(S(=O)(=O)N2CCCCC2C(=O)Nc2nncs2)cc1 (stereo unspecified)
(28) O=C(O)CCCCCn1c(SCc2cc(=O)n3cc(Cl)ccc3n2)nc2ccsc2c1=O
(29) O=P1(NC2CCCCC2)OCC2(CO1)COP(=O)(NC1CCCCC1)OC2 (stereo unspecified)
(30) Cc1cc(C(=O)N2CCCC(N3CCN(Cc4ccc5c(c4)OCO5)CC3)C2)n[nH]1 (stereo unspecified)

screen / no.	21	22	23	24	25	26	27	28	29	30
SENP6 block	-13	-6	-38	x	-13	-2	-18	-8	x	-13
MPTP inh	-3.3	-1.0	1.4	1.6	-0.8	-0.1	1.3	2.0	1.0	-0.9
SENP8 inh	7	10	3	15	-2	2	4	-289	14	2
SENP7 block	-5	-11	2	x	2	0	5	-1	x	0
PfG6PD inh	-14	4	9	-2	4	-3	36	-3	-23	-5
HKDC1 inh	-5	-3	-10	2	-8	-6	0	-1	9	-1
ATG4B inhibitor	3	-3	-1	9	5	2	-8	34	0	7
GRIN3A LBD mod	-1	0	-4	1	-4	12*	0	0	-3	0

(31) COc1ccccc1C(CNC(=O)c1cccc(NS(=O)(=O)c2ccc(C)c(F)c2)c1)N1CCCC1 (stereo unspecified)
(32) Cc1cc(CN(C)C(=O)c2cc(COc3ccc(F)cc3Cl)on2)n[nH]1
(33) Cc1cc(C(=O)OCC(=O)NCc2ccccc2)c2ccccc2n1
(34) COc1ccc(CC(=O)Nc2sc3c(c2C#N)CC(C)(C)NC3(C)C)cc1OC
(35) CCCC(C)NC(=O)Cc1ccc(Br)cc1 (stereo unspecified)
(36) C/C(=N\NC(=O)Nc1ccccc1)c1ccccc1
(37) CN(CC(=O)NC(=O)NC1CCCCC1)Cc1ccccc1
(38) CC(C)CC(=O)NC(=S)NCCc1ccccc1
(39) Cc1ccc(S(=O)(=O)NC(=O)COc2ccccc2C(N)=O)cc1
(40) Cc1c(Br)c([N+](=O)[O-])nn1CC(=O)Nc1ccc2nc3n(c(=O)c2c1)CCCC3

screen / no.	31	32	33	34	35	36	37	38	39	40
SENP6 block	-9	-23	-11	0	-22	17	-3	-7	-14	-15
MPTP inh	-0.1	-1.6	-0.8	-1.3	0.4	0.3	-0.6	0.2	-2.5	1.2
SENP8 inh	5	4	-8	13	4	17	15	14	6	10
SENP7 block	2	3	1	-3	-5	5	-5	1	-3	2
PfG6PD inh	45	5	10	2	-13	-6	-4	15	-22	-3
HKDC1 inh	2	-7	-6	-6	-9	-8	-4	-4	-11	-1
ATG4B inhibitor	0	16	-8	-4	4	-5	1	0	-3	3
GRIN3A LBD mod	1	-3	-1	-2	-3	-9	7	-5	-1	-1

Single values from the results shown.
SENP8 inh, `CCCC(C)NC(=O)Cc1ccc(Br)cc1` (stereo unspecified) stands at 4
ATG4B inhibitor, `COc1ccc(CC(=O)Nc2sc3c(c2C#N)CC(C)(C)NC3(C)C)cc1OC` stands at -4

(more compounds)
(41) CCCCNS(=O)(=O)c1cccc(S(=O)(=O)N2CCCC2)c1
(42) Cc1n[nH]c(C)c1S(=O)(=O)N1CCc2ccccc21
(43) COc1ccc(NC(=O)c2c(-c3c(Cl)cccc3Cl)noc2C)c(OC)c1
(44) c1ccc2c(c1)oc1c(N3CCOCC3)ncnc12
(45) Cc1ccc(NC(=O)COc2coc(CN3CCN(Cc4ccccc4)CC3)cc2=O)cc1
(46) C/C(=N\Nc1ccc(Cl)c(C(=O)O)c1)c1ccccn1
(47) CC(=O)Nc1ccc2nc(NC(=O)c3ccco3)sc2c1
(48) NS(=O)(=O)c1ccc(CCNC(=O)C2CCC(CNS(=O)(=O)c3ccc(Br)s3)CC2)cc1 (stereo unspecified)
(49) COc1ccc(C2C3=C(CC(C)(C)CC3=O)N(C)C3=C2C(=O)CC(C)(C)C3)cc1OC
(50) CC(NS(=O)(=O)c1ccccc1)C1CC2CCC1C2 (stereo unspecified)

screen / no.	41	42	43	44	45	46	47	48	49	50
SENP6 block	-12	-10	19	-19	-4	-18	68*	-5	13	-9
MPTP inh	2.8	-0.7	-0.1	2.4	-0.5	0.1	-1.4	-0.6	0.2	4.7
SENP8 inh	14	2	10	-10	-9	11	-373	1	-24	11
SENP7 block	-13	4	-7	-11	-6	-1	66*	-8	5	-10
PfG6PD inh	8	8	0	-13	-5	-8	8	-7	-3	-15
HKDC1 inh	-7	-2	-1	4	-6	-3	1	11	0	1
ATG4B inhibitor	-11	15	6	-1	-5	-2	-2	2	-7	9
GRIN3A LBD mod	2	1	0	-2	0	-1	-6	13*	-1	-2

(51) COc1ccc(Cl)c2sc(N(CCN(C)C)C(=O)CCS(=O)(=O)c3ccc(C)cc3)nc12
(52) CN1CCN(S(=O)(=O)c2ccc(N(C)Cc3c(F)cccc3Cl)nc2)CC1
(53) CC(C)=NOc1nc(NC(=O)NS(=O)(=O)c2ccccc2Cl)nc(N(C)C)n1
(54) O=C(NCCC1CCCCN1S(=O)(=O)c1ccccc1)C(=O)NCc1ccc(F)cc1 (stereo unspecified)
(55) O=C(O/N=C/c1cccc([N+](=O)[O-])c1)C1CC1
(56) FC(F)(F)c1cc(-c2cccs2)n[nH]1
(57) CC(C)c1ccc(S(=O)(=O)N2CCN(C(=O)[C@@H]3CCCN3C(=O)c3cccs3)CC2)cc1
(58) COc1cccc(/C=C2\SC(=S)N(C(C(=O)O)c3ccccc3)C2=O)c1OC (stereo unspecified)
(59) CCCCn1c(N)c(N(CC(C)C)C(=O)CN2C(=O)c3ccccc3C2=O)c(=O)[nH]c1=O
(60) Cc1ccc2oc(C(=O)Nc3nnc(CC(C)C)s3)c(C)c2c1

screen / no.	51	52	53	54	55	56	57	58	59	60
SENP6 block	5	13	-25	-8	-2	-4	4	-4	-3	-3
MPTP inh	33	-0.4	0.4	-0.5	-1.8	-0.4	-0.5	3.0	-0.4	0.9
SENP8 inh	9	-23	26	1	16	24	20	15	8	-94
SENP7 block	9	-4	-5	2	5	-2	6	3	-2	10
PfG6PD inh	17	-1	10	0	-6	-4	-19	-17	16	-8
HKDC1 inh	3	2	-6	-3	-6	-3	5	1	-6	4
ATG4B inhibitor	-13	-12	-7	-3	-6	6	1	8	-2	-4
GRIN3A LBD mod	x	0	-1	0	0	0	-1	0	0	1

(61) COc1ccc(NC(=O)COn2nnc3ccc(Cl)cc32)cc1OC
(62) CCOC(=O)/C(=C/c1ccc(OC(F)F)cc1)C1=Nn2c(nnc2-c2ccc(Cl)cc2)SC1
(63) CCC(=O)N1CC23C=CC(CC2CC12CCCCC2)O3 (stereo unspecified)
(64) O=C1C(c2ccc(F)cc2)N(CC2COc3ccccc3O2)C(=O)CN1C1CCCCC1 (stereo unspecified)

screen / no.	61	62	63	64
SENP6 block	-7	x	4	3
MPTP inh	-1.4	-0.9	-0.7	-1.5
SENP8 inh	10	27	22	6
SENP7 block	-5	x	3	4
PfG6PD inh	1	47	-5	-2
HKDC1 inh	17	28	1	10
ATG4B inhibitor	-5	-2	-12	1
GRIN3A LBD mod	2	0	-3	1
